Screens as filed in PubChem BioAssay.
Growth percent in the NCI-60 one-dose screen (48 h, 10 µM unless noted): 100 = growth as untreated, 0 = no growth, -100 = all killed.
MDA-MB-435: MDA-MB-435 melanoma | AID 1794794 | actives 7.8% (n = 82,000)
MOLT-4: MOLT-4 leukemia cells. actives 6.9% (n = 80,000)
K-562: K-562 leukemia. actives 7.4% (n = 78,000)
SR: SR leukemia cells; actives 8.7% (n = 73,000); AID 1794780
HOP-62: HOP-62 NSCLC. actives 3.9% (n = 80,000)
MDA-MB-468: MDA-MB-468 breast cancer | actives 8.5% (n = 78,000) | AID 2202374
RPMI-8226: RPMI-8226 leukemia cells; actives 7.5% (n = 77,000)
CCRF-CEM: CCRF-CEM leukemia; actives 7% (n = 77,000)
* hit, by the source's call; nt = no result given; & = joins results of further samples; [ ] = dose if it differs, or a comment. The calls were made as follows: active = growth percent below 10; inactive = the rest.

mol | MDA-MB-435 | RPMI-8226 | CCRF-CEM | HOP-62 | K-562 | MDA-MB-468 | SR | MOLT-4
NS(=O)(=O)Oc1ccc2c(c1)O/C(=C\c1ccc(N3CCN(Cc4ccccc4)CC3)cc1)C2=O | 106 | 83 | 70 | 85 | 76 | 92 | 84 | 72
Nc1nc(=O)c2nccnc2c(=O)[nH]1 | 99 | 117 | 105 | 96 | 103 | 101 | 97 | 105
C#CCOc1ccc(/C=N/Nc2nc(-c3cc4cc(Br)cc(Br)c4oc3=O)cs2)cc1 | 92 | 97 | 94 | 105 | 91 | 106 | 71 | 63
CN1CCN(C(=S)SCC(=O)NC(=O)c2ccccc2)CC1 | 101 | 92 | 100 | 108 | 102 | 94 | 81 | 104
CC1CCN(C(=O)Nc2c(Cl)cccc2Cl)CC1 | 104 | 92 | nt | nt | 95 | 97 | 93 | 96
CCCCc1nc(Cl)c(C2CC(c3ccc(S(N)(=O)=O)cc3)=NN2c2ccc(C#N)cc2)[nH]1 (centres undefined) | 94 | nt | 87 | 90 | 69 | 64 | 80 | 76
O=C1CC2(O)CSc3nc(=O)cc(n32)N1 (centres undefined) | 100 | 99 | 101 | 112 | 111 | 109 | 102 | 107
CC(=O)C1CCC2C3CCC4CC(=O)CCC4(C)C3C=CC12C (centres undefined) | nt | 74 | 91 | nt | 85 | 92 | 79 | 94
COc1ccc(Nc2ncnc3onc(-c4ccccc4)c23)cc1 | 106 | 111 | 109 | 105 | 102 | 79 | 93 | 100
CC(NC(=O)CCc1nc2c(=O)[nH]c(=S)[nH]c2[nH]c1=O)C(=O)O (centres undefined) | 103 | 111 | 90 | 100 | 97 | 87 | 113 | 99
CN(Cc1ccc(Cl)cc1Cl)CC(O)C(O)C(O)C(O)CO (centres undefined) | 99 | 111 | 110 | nt | 109 | 101 | 100 | 109
O=C(O)c1ccc(-n2cc(CNc3ccc(F)c(C(F)(F)F)c3)c(-c3ccc(F)cc3)n2)cc1 | 92 | 82 | 78 | 96 | 82 | 114 | 92 | 61
COc1cc(-c2cc(=O)c3ccccc3n2C)cc(OC)c1OC | 110 | 106 | 109 | 91 | 102 | 89 | 110 | 96
Cc1ccc(S(=O)(=O)NC(=O)n2cc(-c3ccncc3)c(-c3ccc(Cl)c(O)c3)n2)cc1 | 82 | 100 | 94 | 116 | 99 | 101 | 83 | 85
C[C@@H]1NC(=O)CNC(=O)[C@H](CCCNC(=N)N)NC(=O)[C@H](Cc2ccc(O)cc2)NC(=O)[C@H](CO)NC(=O)[C@H](Cc2c[nH]c3ccccc23)NC(=O)[C@H](CCC(N)=O)NC(=O)[C@H](Cc2c[nH]cn2)NC(=O)[C@@H](Cc2ccc(O)cc2)NC(=O)CSC[C@@H](C(N)=O)NC(=O)[C@H](CO)NC(=O)[C@H](CCCNC(=N)N)NC(=O)[C@H](Cc2ccc(O)cc2)NC(=O)[C@H]([C@@H](C)O)NC1=O | 101 | 112 | 121 | 105 | 106 | 119 | 100 | 128

Structural class: those above containing a COOH group.
mol | MDA-MB-435 | RPMI-8226 | CCRF-CEM | HOP-62 | K-562 | MDA-MB-468 | SR | MOLT-4
CC(NC(=O)CCc1nc2c(=O)[nH]c(=S)[nH]c2[nH]c1=O)C(=O)O (centres undefined) | 103 | 111 | 90 | 100 | 97 | 87 | 113 | 99
O=C(O)c1ccc(-n2cc(CNc3ccc(F)c(C(F)(F)F)c3)c(-c3ccc(F)cc3)n2)cc1 | 92 | 82 | 78 | 96 | 82 | 114 | 92 | 61

Further structures follow:
mol | MDA-MB-435 | RPMI-8226 | CCRF-CEM | HOP-62 | K-562 | MDA-MB-468 | SR | MOLT-4
Cc1ccc2c(n1)C(=O)C(Br)=C(C(C)C)C2=O | 106 | 61 | 39 | 88 | 39 | 97 | 11 | 34
Fc1ccc(-c2cc(C(Cl)Cl)no2)cc1 | 97 | 96 | 93 | 98 | 128 | 104 | 106 | 108
CSc1cc(SC)ncn1 | 115 | nt | 94 | 108 | 97 | 108 | 98 | 105
CCCCc1cncc(CCCC)c1 | 105 | 94 | 101 | 98 | 106 | 108 | 106 | 94
CC(=O)c1sc(-c2cccc(C(F)(F)F)c2)cc1N | 96 | 88 | 86 | 99 | nt | 74 | 89 | 74
Cc1[nH]nc(-c2ccc(OCc3ccc(F)cc3)cc2O)c1Oc1ccccc1 | 94 | 74 | 77 | 113 | 98 | 98 | 90 | 72
O=C1/C(=C/c2cccc(OCc3ccc(Cl)cc3)c2)N=C2SCCN12 | 90 | 70 | 75 | 102 | 69 | 51 | 76 | 78
COc1ccccc1/C=C/C(=O)c1nnn(-c2ccc(Br)cc2)c1C | 91 | 61 | 84 | 113 | 75 | 75 | 74 | 93
COc1cc(-c2[o+]c3cc(O)cc(OC4OC(CO)C(O)C(O)C4O)c3cc2OC2OC(CO)C(O)C(O)C2O)cc(OC)c1O (centres undefined) | 108 | 104 | 99 | 85 | 103 | 104 | 100 | 101
CC(C)(N)COS(=O)(=O)O | 95 | 102 | nt | 98 | 104 | 107 | 103 | 97
COc1cc(OC)c2cc(C(=O)c3cccc4ccccc34)c(=O)oc2c1 | 74 | 59 | 71 | 92 | 37 | 85 | 51 | 86
C=CCc1c(OCCN(C)C)ccc2ccccc12 | 107 | 104 | 98 | 106 | 100 | 97 | 94 | 101
O=C(NS(=O)(=O)c1cccc(Br)c1)n1cc(-c2ccncc2)c(-c2ccc(Cl)c(O)c2)n1 | 60 | 82 | 90 | 107 | 90 | 96 | 71 | 79
CCOc1ccc(OCc2ccc(C(=O)NCC3CCCO3)o2)cc1 (centres undefined) | 96 | 94 | 97 | 100 | 103 | 98 | 85 | 101
CCOC(=O)C1C(c2ccc3c(c2)OCO3)NC(=S)NC1(O)C(F)(F)F (centres undefined) | 102 | 109 | 107 | 94 | 113 | 112 | 106 | 115
OC(c1cc2cc(Br)ccc2c2cc(Br)ccc12)C1CCCCN1 (centres undefined) | -78* | -39* | -57* | -84* | -72* | -83* | -74* | -72*
O=C(CCCC(=O)c1ccccc1)c1ccccc1 | 105 | 106 | 113 | 105 | 112 | 100 | 89 | 100
c1ccc2c(c1)ccn2-c1nc2ccccc2n2c1nc1ccccc12 | 97 | 93 | 90 | 68 | 90 | 81 | nt | 90
Cc1ccc(C2=NN(c3ccc(S(N)(=O)=O)cc3)C(=O)CC2)c(C)c1 | 113 | 101 | 94 | 99 | 102 | 101 | 96 | 106
O=C(/C=C/c1ccco1)c1ccc(Nc2ccnc3cc(Cl)ccc23)cc1 | 92 | -35* | 45 | 104 | 51 | nt | -50* | 11
CCCC1OC(c2ccco2)OCC1CC (centres undefined) | 108 | 95 | 93 | 105 | 105 | 118 | 106 | 89
COCCn1cc(-c2nc(-c3ccsc3)cs2)c2cc(OC)ccc21 | 100 | nt | nt | nt | 94 | 72 | 74 | 86
C#Cc1cccc(NC(=O)c2ccc(Cl)cc2Cl)c1 | 103 | 78 | 88 | 108 | 86 | 102 | 115 | 82
COc1ccc(-c2cc(=O)c3ccc(O)cc3o2)cc1 | 105 | 77 | 108 | 118 | 101 | nt | 100 | 91
C(#CSCc1ccccc1)SCc1ccccc1 | 120 | 106 | 98 | 108 | 112 | 116 | 87 | 86
OCC(O)C1OCOC(C(O)CO)C1O (centres undefined) | 99 | 109 | 87 | 108 | 103 | 116 | 95 | 98
Oc1c(Cl)cc(Cl)cc1/C=N/Nc1nnc(N/N=C/c2cc(Cl)cc(Cl)c2O)c2ccccc12 | 14 | 0.4* | 14 | 21 | 9.4* | -30* | 3.9* | 5.2*
O=C(O)/C=C/C(=O)Nc1ccc(-n2nnc3cc(Cl)c(Cl)cc32)cc1 | 95 | 109 | 86 | 101 | 84 | 63 | 77 | 75
OCC1(CO)CCCC2(COC3(CCCCC3)OC2)C1 | 103 | 95 | 96 | 100 | 94 | 101 | 93 | 92
NC[C@H]1O[C@H](O[C@H]2[C@H](O)[C@@H](O[C@H]3O[C@H](CO)[C@@H](O)[C@H](N)[C@H]3O)[C@H](N)C[C@@H]2N)[C@H](N)[C@@H](O)[C@@H]1O | 104 | 122 | 118 | 103 | 97 | 104 | 101 | 107
O=C(Cn1c[n+](CC(=O)c2ccc(-c3ccccc3)cc2)c2ccccc21)Nc1cccc2cccnc12 | 7.5* | -30* | 10 | 43 | 13 | -6.1* | -17* | 11
CCOC(=O)CC1CSC(Nc2ccccc2F)=N1 (centres undefined) | 100 | 98 | 95 | 97 | 107 | 102 | 102 | 101
OCCNCc1cccc(-c2ccccc2)c1O | 118 | 109 | 101 | 110 | nt | 109 | 95 | 98
CSC1=NC=C(C#N)C2=NC(c3ccc(Cl)cc3)NN12 (centres undefined) | 96 | 86 | nt | 94 | 92 | 87 | nt | 91
O=[N+]([O-])c1ccc(N/N=C\c2ccc(Cl)c(Cl)c2)nc1 | 100 | 107 | 105 | 115 | 107 | 130 | 107 | 109
CC/C(=C\c1ccc(Cl)cc1)c1nc2ccccc2c(=O)[nH]1 | 93 | 99 | 102 | 107 | 112 | 105 | 140 | 129
Cc1cccc(Nc2ccccc2C(=O)O)c1C | 128&105 | 108&99 | 103&96 | 110&116 | 106&80 | 108&105 | 99&97 | 97&103
Cc1nnc2c3nnc(-c4ccccc4)n3c3ccccc3n12 | 94 | 94 | 97 | 99 | 100 | 119 | 93 | 99
COc1cc([C@@H]2N=C(N)NC(C)=C2C(=O)Nc2nc(-c3ccc(Cl)cc3)cs2)ccc1O | 92 | 77 | 81 | 83 | 84 | 73 | 96 | 76
CCOC(=O)c1c(C)nc2c(c1N)C(=O)C(=O)N2Cc1ccc(C(F)(F)F)cc1 | 6.1* | 27 | 39 | 60 | 36 | 78 | 23 | 60
COc1cc2c(c(O)c1OC)C(=O)NC1CCCC=C21 (centres undefined) | 98 | nt | nt | 88 | 86 | 88 | 80 | 93
O=S1(=O)OC(c2cc(Cl)c(O)c(Br)c2)(c2cc(Cl)c(O)c(Br)c2)c2ccccc21 | 124 | 102 | 94 | 99 | 109 | 118 | 92 | 92
COc1cc(NC(=O)c2ccc(C)cc2)ccc1C(=O)NC(=S)Nc1ccc(S(N)(=O)=O)cc1 | 95 | 69 | 92 | 94 | 80 | 109 | 85 | 85
COc1ccc(CCN2CCC(CN(C)Cc3cnn(-c4ccccc4)c3)CC2)cc1 | 38 | 16 | 0.6* | 30 | 10 | 19 | 5.6* | 3.1*
CN(/N=N/c1nc[nH]c1C(N)=O)C(C)(C)C | 92 | nt | nt | 64 | 35 | 60 | nt | 22
O=C(Nc1ccc(F)cc1)N1CCCCC1 | 101[100 µM] | 102[100 µM] | 99[100 µM] | 95[100 µM] | 105[100 µM] | 99[100 µM] | 101[100 µM] | 109[100 µM]
c1ccc(-c2cn3ccccc3n2)cc1 | 116 | 112 | 116 | 121 | 107 | 106 | 101 | 101
CC(C)=CCCC(C)CC1OCCC(C)O1 (centres undefined) | 99 | nt | 94 | 90 | 90 | 101 | 105 | 107
O=S(=O)(Nc1ccc(Cl)nn1)c1ccc(NC(=S)Nc2ccccc2O)cc1 | 105 | 98 | 29 | 92 | 93 | 96 | 122 | 101
CCc1cccc(C)c1NC(=O)CCc1nc(=S)[nH][nH]1 | 110 | 95 | 105 | 94 | 85 | 81 | 102 | 98
CCC(Cc1ccccc1)OC(=O)c1cc(-c2ccc(OC)cc2)nc2ccccc12 (centres undefined) | 99 | 103 | 97 | 99 | 100 | 105 | 98 | 89
C/C(Cl)=C/CN(C/C=C(/C)Cl)CCO | 102 | 99 | 94 | 97 | nt | 92 | 93 | 100
CC1Cc2c(ncn3c(-c4ccc(F)cc4)nnc23)N(C)c2ccccc21 (centres undefined) | 59 | nt | 49 | 59 | 70 | 66 | 25 | 82
N#CC1=C(N)Oc2ccc(Cl)c(O)c2C12C(=O)Nc1ccccc12 (centres undefined) | 42 | 37 | nt | 84 | 24 | 22 | 27 | 28
CSc1nc(CC(C)C)c(C#N)c(=O)n1C | 66 | 64 | 49 | 79 | 69 | -2.7* | 47 | 46
CCC1=C(c2ccc(OC)cc2)C(C)(C)Oc2cc(O)c(CN3CCCC3)cc21 | 71 | 58 | 69 | 71 | 20 | 69 | 9.5* | 66
COc1ccc(N2CCN(C(CNC(=O)C3CCCCC3)c3ccc4c(c3)OCO4)CC2)cc1 (centres undefined) | 97 | 71 | 70 | 89 | 89 | 87 | 90 | 73
CC(=O)O[C@]1(C(C)=O)CC[C@H]2[C@@H]3CC(=C(Br)Br)C4=CC(=O)CC[C@]4(C)[C@H]3CC[C@@]21C | 67 | 28 | 71 | 62 | 47 | 49 | 46 | 52
Nc1nc(=O)[nH]c2ccc(Sc3ccc(F)cc3)cc12 | 110 | nt | nt | 100 | 87 | 84 | 91 | 93
O=C(/C=C/c1ccccc1)c1cccc2ccccc12 | 17 | 6.8* | 3.8* | 38 | 11 | -2.6* | 8.3* | 6.5*
O=C(NCCNc1nccc(-n2ccc3cccnc32)n1)C1CCCCC1 | 104 | nt | 107 | 110 | 95 | 110 | 104 | 102
Nc1c(C(=O)c2ccc(F)cc2)sc2nc(-c3cnccn3)cc(-c3cccs3)c12 | 103 | 98 | 103 | 112 | 101 | 129 | 92 | 98
OC(CBr)C(O)CBr (centres undefined) | 112 | 98 | 84 | 97 | 100 | 86 | 69 | 73

Some of these compounds in order of length of the SMILES, smallest number first:
mol | MDA-MB-435 | RPMI-8226 | CCRF-CEM | HOP-62 | K-562 | MDA-MB-468 | SR | MOLT-4
CCCC1OC(c2ccco2)OCC1CC (centres undefined) | 108 | 95 | 93 | 105 | 105 | 118 | 106 | 89
C(#CSCc1ccccc1)SCc1ccccc1 | 120 | 106 | 98 | 108 | 112 | 116 | 87 | 86
CCC(Cc1ccccc1)OC(=O)c1cc(-c2ccc(OC)cc2)nc2ccccc12 (centres undefined) | 99 | 103 | 97 | 99 | 100 | 105 | 98 | 89
